Bioassay records: PubChem, several laboratories
FID counter: compounds displacing fluorescent DNA intercalator, primary screen, artefact control for HCV NS3 helicase inhibitor project, biochemical, FID fluorescence; DNA fluorescent intercalator displacement; inhibition, % at 7.9 µM; actives 0.17% (n = 290,000); in the data active = inhibition above about 37%;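 note: 0% = vehicle and 100% = reference compound; higher means more ethidium bromide displaced from hairpin DNA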
IMP-1 inhibitor: IMP-1 metallo-beta-lactamase inhibitors, primary screen, biochemical, epi-absorbance readout, Pseudomonas aeruginosa enzyme. metallo-beta-lactamase IMP-1 (Pseudomonas aeruginosa). purified IMP-1, nitrocefin hydrolysis, epi-absorbance fluorescence. inhibition, % at 5.6 µM. actives 0.45% (n = 290,000). AID 1556, 2009;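 active = inhibition above the mean plus 3 SD of all compounds in the same screening run, cut at about 4.5% in these data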;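 note: 0% = IMP-1 with DMSO and 100% = DMSO wells lacking enzyme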
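Assay system: purified IMP-1; Quantity: IMP-1 0.2 nM before substrate addition; Medium: HEPES buffer pH 7.1 with ZnSO4 and Brij 35; Incubation: 15 min enzyme–compound preincubation, then 25 min nitrocefin reaction, 25 °C; Signal: fluorescence quenching readout, ex 480/em 530 nm; Controls: DMSO with and without IMP-1; Repeats: singlicate testing.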
PHOSPHO1 inh: PubChem AID 1565. Phosphoethanolamine/phosphocholine phosphatase (Homo sapiens), Q8TCT1. recombinant PHOSPHO1, absorbance phosphatase assay. actives 1.1% (n = 290,000). inhibition, % at 13.3 µM; in the data active = inhibition above about 60%
OXTR ag: human OXTR agonists, primary screen, fluorescence, CHO-OTR cells, Fluo-8 calcium; Oxytocin receptor (Homo sapiens), P30559; actives 0.32% (n = 320,000); Fluo-8 calcium fluorescence; normalized: DMSO 0%, oxytocin 100%; activation, % at 3 µM;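 active = activation above the mean of all tested compounds plus 3 SD, cutoff set per screening run, cut at about 20% in these data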;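 note: peak over basal fluorescence ratio from a 100 s FLIPR kinetic read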
Target sequence (P30559 whole entry, looked up): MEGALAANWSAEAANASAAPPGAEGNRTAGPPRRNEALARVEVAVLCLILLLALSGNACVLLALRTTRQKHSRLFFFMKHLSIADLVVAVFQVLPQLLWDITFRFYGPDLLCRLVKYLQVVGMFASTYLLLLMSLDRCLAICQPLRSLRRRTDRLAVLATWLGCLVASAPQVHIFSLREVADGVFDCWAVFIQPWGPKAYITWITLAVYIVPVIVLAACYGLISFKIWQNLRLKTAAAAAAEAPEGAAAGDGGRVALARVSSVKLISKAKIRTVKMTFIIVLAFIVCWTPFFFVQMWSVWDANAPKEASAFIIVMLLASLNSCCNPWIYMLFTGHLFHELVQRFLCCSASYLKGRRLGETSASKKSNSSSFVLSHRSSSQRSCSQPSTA
V1aR counter: agonists of human V1a receptor, primary screen, counter-screen for OXTR agonist project, fluorescence, CHO-V1R cells | Fluo-8 calcium fluorescence, agonist mode; 0% DMSO, 100% 3 nM vasopressin | activation, % at 3 µM | actives 0.25% (n = 320,000);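 active = activation above the mean activation of all tested compounds plus 3 SD, per screening run, cut at about 20% in these data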;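 note: signal is peak over basal fluorescence ratio across a 100 second FLIPR read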
HCV NS3 hel inh: inhibitors of HCV NS3 helicase, primary screen, biochemical, Cy5 molecular beacon fluorescence; Hepatitis C virus NS3 helicase; actives 0.56% (n = 290,000); NS3 helicase DNA unwinding; inhibition, % at 10.9 µM;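 active = inhibition above the mean of all tested compounds plus 3 SD, set per campaign, cut at about 35% in these data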;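 note: 0% = DMSO wells and 100% = thioflavine S control wells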
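assay system = NS3 helicase fragment of HCV | buffer or medium = MOPS pH 6.5, MgCl2, DTT, Tween20, BSA | timing = 60 min unwinding reaction at 25 °C after ATP addition | signal = Cy5 beacon fluorescence read at start and 1 h | read-out basis = % inhibition of unwinding | control set = low DMSO, high thioflavine S at 110 µM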
GalR3 antagonist: GalR3 antagonists in HEK293 cells, primary screen, cell-based, fluorescence readout; AID 651719, 2012; actives 0.44% (n = 360,000); Galanin receptor type 3 (Homo sapiens), O60755; inhibition, % at 3 µM; HEK293 GalR3-CNG cAMP membrane potential fluorescence; galR3 body fused to GalR1 C-terminus;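 active = inhibition above the screen-wide average plus 3 SD, cut at about 13% in these data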;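 note: forskolin and galanin both at EC90 stimulate the cells; cAMP rise reported by CNG channel membrane potential dye signal; 0% = forskolin plus galanin with DMSO and 100% = forskolin alone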
Target sequence (O60755 1-299 limits assumed): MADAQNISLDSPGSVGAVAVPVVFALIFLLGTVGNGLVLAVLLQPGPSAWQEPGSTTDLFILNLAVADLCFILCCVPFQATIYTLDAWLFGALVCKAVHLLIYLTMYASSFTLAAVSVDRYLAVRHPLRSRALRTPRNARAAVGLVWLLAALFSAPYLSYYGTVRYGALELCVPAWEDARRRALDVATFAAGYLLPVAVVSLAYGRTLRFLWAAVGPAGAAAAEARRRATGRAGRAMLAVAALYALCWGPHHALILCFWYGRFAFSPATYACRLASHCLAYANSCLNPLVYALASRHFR
GPR7 antag: GPR7 receptor antagonists, primary screen, cell-based, fluorescence, single concentration | Neuropeptides B/W receptor type 1 (Homo sapiens), P48145 | actives 1.1% (n = 290,000) | inhibition, % at 4.4 µM | AID 1861, 2009 | GPR7-expressing cells, fluorescence antagonist assay; in the data active = inhibition above about 16%, passing the limit was not always enough;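 note: cells stimulated with the agonist NPW; 0% = agonist with vehicle and 100% = vehicle without agonist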
Target sequence (P48145 whole entry, looked up): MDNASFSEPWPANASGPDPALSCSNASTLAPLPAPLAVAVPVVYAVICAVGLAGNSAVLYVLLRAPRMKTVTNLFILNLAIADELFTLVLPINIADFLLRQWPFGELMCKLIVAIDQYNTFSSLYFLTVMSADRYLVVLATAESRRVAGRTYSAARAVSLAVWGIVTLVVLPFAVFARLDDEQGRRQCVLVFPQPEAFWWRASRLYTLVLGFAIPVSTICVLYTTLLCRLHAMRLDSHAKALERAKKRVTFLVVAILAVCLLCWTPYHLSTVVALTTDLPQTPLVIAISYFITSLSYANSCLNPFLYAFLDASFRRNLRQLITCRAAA
VIM-2 inhibitor: VIM-2 metallo-beta-lactamase inhibitors, primary screen, biochemical, epi-absorbance readout, Pseudomonas aeruginosa enzyme. purified VIM-2, nitrocefin hydrolysis, epi-absorbance fluorescence. inhibition, % at 5.6 µM. actives 0.89% (n = 290,000);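 active = inhibition above the mean of all tested compounds plus 3 SD, cutoff set per screening run, cut at about 7.5% in these data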;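 note: red hydrolysis product quenches plate fluorescence so inhibitors raise well fluorescence; 0% = enzyme with DMSO and 100% = DMSO without enzyme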
Active calls of the source: *; / = no result given. An unsorted share of the library. Share with any hit: about 4.3%.

Every second line gives: FID counter, IMP-1 inhibitor, PHOSPHO1 inh, OXTR ag, V1aR counter, HCV NS3 hel inh, GalR3 antagonist, GPR7 antag, VIM-2 inhibitor
CCc1nnc(SCc2ccc(OC(C)C)cc2)n1N
 : 4, -1.8, 29, -0.1, 0.9, -4, 5, 7, -1.9
COc1ccc(OC)c(NC(=O)COC(=O)CNC(=O)c2ccc(OC)c(OC)c2)c1
 : -13, -4.8, 37, -1.1, -1.4, -2, -4, -6, -1.2
COc1cccc(CSc2nc3cc4c(cc3cc2C)OCCO4)c1
 : -3, -1.4, -7, 2.5, 2.5, 3, 4, -5, -2.1
COc1ccccc1C(=O)Nc1ccnn1C1CCN(C(=O)C2CCOC2)CC1 (stereo not given)
 : -3, -2.2, 34, 1.1, 0.6, 2, -5, 2, -0.1
Cc1ccc(N=Nc2c(N)[nH]n3c(=O)c4c(nc23)CCCC4)cc1
 : -3, -2.7, 45, /, /, 2, /, -3, -0.9
CCC(C)NC(=O)C1c2cc(OC)c(OC)cc2C(=O)N(C)C1c1cccs1 (stereo not given)
 : -9, -3.2, 12, -1.3, -0.2, 1, -1, -8, -3.5
Cc1ccc(C(=O)c2ccc([N+](=O)[O-])cc2)cc1
 : 2, -2.3, 8, -2.3, -1.4, -1, -6, -4, 1.0
CCOC(=O)c1cc(NC(=O)CSc2nnc(CN3CCOCC3)n2C)ccc1Cl
 : -19, -1.3, /, -2.4, 0.7, -7, -3, -4, -2.2
CCC(=O)c1c(NC(CC)CO)cc(C)oc1=O (stereo not given)
 : -4, 0.0, -19, 0.3, 0.0, -5, -1, -8, -0.8
CN(C)CCCNc1nc(N)c([N+](=O)[O-])c(NCc2ccccc2)n1
 : 8, -1.6, 28, /, /, -6, -12, -6, 1.3
O=C(CSCc1ccc(Cl)cc1)N/N=C/c1ccc(OCC(=O)Nc2ccccc2)cc1
 : -6, -2.5, -3, 2.6, 5.7, -1, -3, 2, -2.8
Cn1c2c(c(=O)n(C)c1=O)C(C(F)(F)F)(C(F)(F)F)N=C(C1CCCCC1)N2
 : -5, -5.5, 23, 0.1, 1.4, 3, -9, -5, -2.5
O=C(NCc1c(F)cccc1F)c1cc(COc2c(F)cccc2F)on1
 : -9, -3.9, 31, -1.8, -0.2, 2, -7, 6, -3.4
CCc1nc(SCC(=O)N2CCN(C(=O)c3ccco3)CC2)c2c3c(sc2n1)CCCC3
 : -6, -1.6, 3, -2.2, -0.4, -3, 3, 6, 9.7*
CCN(CCNC(=O)C1CCC(=O)N1Cc1ccc(C)cc1)c1ccccc1 (stereo not given)
 : -24, -1.3, -12, 1.3, -0.1, -9, 10, -1, -3.6
COc1ccccc1NC(=S)NCCSc1ccc(C)cc1
 : -8, -2.6, 8, -2.4, -0.8, -7, 4, 3, -4.4
Cc1c(C(=O)N2CCOCC2)sc(NC(=O)c2ccc([N+](=O)[O-])cc2)c1C#N
 : -19, -2.4, 35, 7.8, 5.9, -1, -2, -3, -1.3
COC(=O)C1(Cc2cc(-c3cccc(Br)c3)no2)CCN(C(=O)OC(C)(C)C)CC1
 : -37, -2.0, 31, -1.1, 1.3, -23, -6, -7, -0.5
O=C(O)CC1Sc2nnc(COc3ccc(Cl)cc3)n2N=C1c1ccccc1 (stereo not given)
 : -20, -2.8, -113, -0.3, -0.1, -1, -5, 2, -2.5
CC(C)(C)c1cc(OC(=O)C2CCCC2)ccc1O
 : -16, -2.5, 3, -1.8, 1.4, -21, -10, -2, -3.2
CN(c1ccccc1)S(=O)(=O)c1ccc(NC(=O)C2CCCCC2C(=O)O)cc1 (stereo not given)
 : -19, -3.3, 12, 0.0, -0.5, 6, 3, -8, -1.8
CC1=C(C(=O)OCCOc2ccccc2)C(c2coc3ccccc3c2=O)C2=C(CCCC2=O)N1 (stereo not given)
 : -5, -3.1, 10, 0.8, -0.4, -10, 2, -17, -1.8
COc1ccc(OC)c(Nc2ncnc3c2cnn3-c2cccc(C)c2)c1
 : -16, -5.2, -10, -0.5, 0.8, -9, -5, -2, -2.7
CC(=O)N(Cc1cccs1)C1CCOC(C)(C)C1 (stereo not given)
 : -3, -2.6, 2, -0.1, 1.2, 4, 0, -13, -2.2
COc1ccccc1N1CCN(C(=O)Cn2nc(C(F)(F)F)c3c2CCC3)CC1
 : -32, -2.4, -10, 0.0, 1.3, -3, -3, -8, -2.1
COc1ccc(-c2nc3c4ccccc4[nH]c(=O)n3n2)cc1
 : -7, -2.7, -2, 0.0, 0.1, 6, -2, -10, 0.2
COc1cccc(C(=O)/C=C/Nc2ccc(S(=O)(=O)Nc3cc(OC)nc(OC)n3)cc2)c1
 : -36, -2.8, 12, -0.3, 0.2, -14, -7, -12, -1.2
CN1C(=O)/C(=C/c2cccc([N+](=O)[O-])c2)C(=O)N1c1ccccc1
 : -15, -5.7, 36, 1.0, -1.1, 32, -6, -17, 0.5
CC(Nc1ccccc1)c1cccnc1 (stereo not given)
 : -3, -1.4, 33, 0.7, -0.5, -14, -7, -14, -1.4
Cc1noc(C)c1COc1ccc(C(=O)N2CCCC(C(N)=O)C2)cc1 (stereo not given)
 : -8, -2.3, 48, 1.2, 3.4, -4, -3, -10, -3.4

Results in GPR7 antag, V1aR counter and FID counter (three entries from above):
Molecule,GPR7 antag,V1aR counter,FID counter
CCN(CCNC(=O)C1CCC(=O)N1Cc1ccc(C)cc1)c1ccccc1 (stereo not given),-1,-0.1,-24
COc1ccccc1NC(=S)NCCSc1ccc(C)cc1,3,-0.8,-8
Cc1c(C(=O)N2CCOCC2)sc(NC(=O)c2ccc([N+](=O)[O-])cc2)c1C#N,-3,5.9,-19

Carrying on:
Every second line gives: FID counter, IMP-1 inhibitor, PHOSPHO1 inh, OXTR ag, V1aR counter, HCV NS3 hel inh, GalR3 antagonist, GPR7 antag, VIM-2 inhibitor
CN(C)C(=O)NC(Nc1ccc(Cl)cc1Cl)C(Cl)(Cl)Cl (stereo not given)
 : -9, -3.4, 28, -2.2, -1.5, -5, -9, -15, -0.9
Clc1ccccc1CN(Cc1ccccc1)c1ncnc2nc[nH]c12
 : -18, -3.9, 0, -2.4, 0.0, -10, -2, -10, -3.0
Nc1nc(SCc2ccc(Cl)cc2)ns1
 : -3, -3.5, -14, 2.4, 1.4, -5, -5, -2, -1.0
CC(C)[C@H](NC(=O)NC1CCCc2ccccc21)C(=O)O (stereo not given in full)
 : -2, -2.2, 12, 0.3, -0.3, 2, -6, -3, -1.7
Cc1nnsc1S(=O)c1ccc(Cl)cc1 (stereo not given)
 : -1, -2.3, 23, -0.2, 0.2, 1, -10, -17, -2.4
CCc1cccc2c(C(=S)N3CCCC3)c[nH]c12
 : 3, -2.3, 24, 2.1, 2.0, -4, -3, 7, -2.5
Cc1ccc(C(=O)Nc2cc(C)c(OCC(=O)N3CCOCC3)c(C)c2)cc1
 : -28, -6.1, 6, 1.1, 1.7, 7, -3, 2, -3.8
CC(C)c1ccc(Nc2cnn(C34CC5CC(CC(CC(=O)O)(C5)C3)C4)c(=O)c2Cl)cc1
 : -7, -1.4, 6, 0.7, 0.3, -1, -12, 4, -3.3
O=C(O)CC1(CC(=O)NCc2csc(-c3cccs3)n2)CCCCC1
 : -23, -3.5, 33, 0.4, 1.3, 3, -3, 13, -1.5
COc1ccc(NC(=O)N2CCC(n3nnc4cc(C)ccc43)CC2)cc1
 : -15, -3.9, 20, -1.0, 1.1, 1, -4, -8, -1.2
COc1ccc(C(CC(=O)N2CCCCC2)C(C)C)cc1 (stereo not given)
 : -19, -3.6, 37, -1.9, -1.7, -6, -6, -7, -3.1
Cc1cc(=O)oc2cc(OCC(=O)OCC(=O)N(C)C3CCS(=O)(=O)C3)ccc12 (stereo not given)
 : -6, -0.4, 44, 1.0, 0.0, 8, 2, -5, 0.0
CCCCc1ccc(NC(=O)CN2NS(=O)(=O)c3ccccc3C2=O)cc1
 : -10, 5.5*, -6, -1.8, -1.3, 0, -4, -13, -0.1
CCc1ccc(NC(=O)Nc2c(C)n(C)n(-c3ccccc3)c2=O)cc1
 : -8, -0.4, 52, -1.7, 0.3, -2, 3, -12, 2.0
CC(C)OC(=O)C1C2C=CC3(CN(CC4CCCO4)C(=O)C13)O2 (stereo not given)
 : -2, -3.5, -7, 0.2, 0.0, 6, -3, 3, -3.1
CC(C)C[C@H](NC(=O)c1nc[nH]c1C(=O)N1CCN(c2ccccc2)CC1)C(=O)OC(C)(C)C
 : /, /, 26, -2.8, -1.4, /, -2, /, /
COc1ccc2[nH]c(C(=O)O)c(NS(=O)(=O)c3ccc(Cl)s3)c2c1
 : -20, -1.7, -12, 0.3, 0.7, 17, -5, 3, 3.1
Cc1[nH]c2ccc(F)cc2c(=O)c1SC(F)(F)C(F)C(F)(F)F (stereo not given)
 : 0, -4.6, 88*, 10, 8.1, -1, -11, 7, -0.9
O=C(Nc1ccc(Br)cc1)c1cc(-c2ccc3c(c2)OCO3)on1
 : -5, -0.2, 30, 1.5, 0.0, 6, 0, -2, -1.3
O=c1cc(Nc2ccc3c(c2)OCO3)[nH]c(=O)n1-c1ccc(Br)cc1
 : -2, -0.6, 12, 0.5, 0.1, 13, -9, -16, -1.9
Cc1ccc(N(C)S(=O)(=O)c2ccc3[nH]cc(C(=O)NCCCN4CCOCC4)c(=O)c3c2)cc1C
 : 16, -2.2, 7, 0.5, 0.2, -65, -7, -2, -4.1
OCC(C#CCN1CCCCC1)NCc1ccccc1 (stereo not given)
 : -7, -2.9, -10, 0.0, 0.1, -1, -9, -5, -0.6
